p53ts 39C kill – cytotoxicity in p53ts cells at nonpermissive temperature | Potency, µM (titrated, usually from 46.1 µM), for the others: at the top dose activity change, negative = cell killing, actives largely listed as cytotoxic | H1299-p53A138V viability at 39C, ATP luminescence, 24 h | hit rate 1.5% among 130,000 | AID 902; further: nearly all actives have a fitted effect of over 55% in size
IkB signaling – IkB pathway inhibition in ABC-DLBCL cells; ABC-DLBCL IkBa-CBG/CBR dual luciferase ratio, 4 h; response scale: scaled: untreated 0%, proteasome inhibitor 100%; Potency, µM (titrated, usually from 57.1 µM), without a hit: at the top dose IkBa stabilization activation; hit rate 0.04% among 110,000; active means well fitted curve in the direction sought with a large enough effect in the signal ratio, not every such curve was filed as active; inconclusive means small, poorly fitted or top-dose-only effect, or a change in a side signal; the % refers to the signal ratio;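 further: the direction sought is a rising ratio; 0% = basal untreated cells and 100% = reference inhibitor full response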
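In this assay, an IκBα–CBG68 fusion accumulates when IKK-driven degradation is blocked; native CBR normalizes for cell number. OCI-Ly3 cells were treated 4 h with compound and doxycycline, then green and red light read after Chroma-Glo addition.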
Imprint erasure – induces erasure of genomic imprints in mouse ES cells. mouse ES Peg3-LacZ reporter, beta-gal luminescence, 40 h. Potency, µM (highest dose often 60.7 µM), inactives show at the top dose activity change, positive = activation, actives largely listed as activators. AID 1948. hit rate 0.02% among 110,000;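 further: 0% = negative control wells on the plate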
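Gelatin-coated wells received 300 freshly trypsinized female ES cells with a Peg3LacZ-Neo reporter on the maternal allele, then incubated 40 hours at 37C. BetaGlo was added for 5 minutes at room temperature before a single luminescence read.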
p53ts 32C tox – cytotoxicity in p53ts cells at permissive temperature | hit rate 0.93% among 130,000 | Potency, µM (top dose mostly 46.1 µM), inactives show at the highest dose activity change, negative = cytotoxicity, usual class: cytotoxic | H1299-p53A138V at 32C, ATP luminescence viability, 24 h | AID 924;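 further: 0% = DMSO and -100% = full killing by reference compound; nearly all actives have a fitted effect of over 55% in size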
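Viability by ATPlite luminescence after 24 h compound treatment (up to 46 uM) at the permissive 32C. Cells are H1299 carrying p53 A138V. Scale runs from DMSO basal to 100 uM tamoxifen as full kill; AC50 from Hill fits.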
An asterisk follows results filed as active; [ ] = remark or other dose. Unless noted, the call rests on the fitted dose curve; in most records, active means well fitted curve in the direction sought with a large enough effect; inconclusive means small, poorly fitted or top-dose-only effect, or another doubt; inactive means no such curve, though single readings can be large; an effect the other way counts as inactive or inconclusive. Unless noted, on the % scale 0 is the no-effect control and ±100 the full control effect; potency means the concentration at half of the fitted maximal effect.

Screening c1nc(NC2CCNCC2)c2cc(-c3ccoc3)ccc2n1 returned p53ts 39C kill 5%, IkB signaling -3.4%[11.4 µM], Imprint erasure -1% and p53ts 32C tox 4%.
For C=CCc1ccccc1OCC(O)Cn1ccnc1C (stereo not drawn) the results were p53ts 39C kill 1%, IkB signaling 0.7%, Imprint erasure -10% and p53ts 32C tox -10%.
CC[N+](C)(C)Cc1ccccc1Br was read as p53ts 39C kill 4%, IkB signaling -0.1%[25.6 µM], Imprint erasure -17% and p53ts 32C tox 0%.
For CN(CC(=O)NCc1cccc(F)c1)C(=O)c1ccco1 the results were p53ts 39C kill -6%, IkB signaling -1.5%, Imprint erasure -3% and p53ts 32C tox 3%.
`CN(C)CCN(Cc1ccccc1)c1ccccn1` gave p53ts 39C kill -4%, Imprint erasure -22% and p53ts 32C tox -2%.
COCCSc1nnc(NS(=O)(=O)Cc2ccccc2)s1 was read as p53ts 39C kill 2%, IkB signaling inconclusive, Imprint erasure -12% and p53ts 32C tox -1%.
Screening CCC(=O)N1CCc2cc(Br)cc(S(=O)(=O)N3CCCC(C(=O)Nc4ccc(OC)cc4OC)C3)c21 (stereo not drawn) returned p53ts 39C kill 22%, IkB signaling -2.5%, Imprint erasure -13%[10.9 µM] and p53ts 32C tox 10%.
`CCOC(=O)c1c(C)[nH]c(C=Nc2ccc(OC)cc2)c1O` gave p53ts 39C kill 7% and p53ts 32C tox -15%.
Cc1cccc(-c2nc(CSCC(=O)N3CCN(Cc4ccc5c(c4)OCO5)CC3)c(C)o2)c1 was read as p53ts 39C kill 7%, IkB signaling inconclusive, Imprint erasure -23% and p53ts 32C tox -6%.
CCOc1ccc(C(=O)Nc2ccc(-c3cc4ccccc4oc3=O)cc2)cc1Br was read as p53ts 39C kill -17%, IkB signaling 12%, Imprint erasure -9%[10.9 µM] and p53ts 32C tox -2%.
CC[C@H]1C2=C3C(CC[C@H]4C(OCc5ccc(F)cc5C(F)(F)F)OC[C@](C)([C@@H]34)N(C(=O)OC(C)(C)C)C2)C(COC(C)=O)C1COC(C)=O (stereo partly drawn) was read as p53ts 39C kill -2%, Imprint erasure -15% and p53ts 32C tox 14%.
Screening CC(C)C1OC2c3cccc4cccc(c34)C2N1c1ccccc1 (stereo not drawn) returned p53ts 39C kill 12% and p53ts 32C tox 2%.
Screening Cc1cccc2cc(CN(Cc3ccco3)C(=O)c3cccs3)c(=O)[nH]c12 returned p53ts 39C kill 8%, IkB signaling 7.3%, Imprint erasure -10% and p53ts 32C tox 0%.
For CCOc1ccc2nc(NC(=O)c3nc(SC)ncc3Cl)sc2c1 the results were p53ts 39C kill 7%, IkB signaling inconclusive, Imprint erasure 6%[10.9 µM] and p53ts 32C tox 1%.
O=C(COc1nc2ccccc2nc1N1CCOCC1)N1CCc2ccccc21 was read as p53ts 39C kill 5%, IkB signaling 0.0%, Imprint erasure -5% and p53ts 32C tox 3%.
CCOC(=O)CNC(=O)c1cn(CC)c(=O)c2cc(OC)c(OC)cc12 was read as p53ts 39C kill 4%, IkB signaling -1.8%, Imprint erasure 1% and p53ts 32C tox -2%.
For COc1ccc(-c2cc(C(=O)Nc3cc(C)ccc3O)no2)cc1OC the results were p53ts 39C kill 2%, IkB signaling 3.0%, Imprint erasure -8%[10.9 µM] and p53ts 32C tox 3%.
`Cc1cc(C(=O)O)c2c(=O)n(C)c(=O)n(C)c2n1` gave p53ts 39C kill 19%, IkB signaling -2.0%, Imprint erasure inconclusive and p53ts 32C tox -1%.
COc1ccc(NC2CS(=O)(=O)CC2NCc2ccco2)cc1 (stereo not drawn) was read as p53ts 39C kill 3%, IkB signaling -0.4%, Imprint erasure -10% and p53ts 32C tox 22%.
`Cc1ccc(N2CC(C(=O)NCc3ccccn3)CC2=O)cc1` (stereo not drawn) gave p53ts 39C kill 11%, IkB signaling 0.7%, Imprint erasure -5% and p53ts 32C tox -1%.
Screening CCOc1ccccc1NC(=O)c1ccc2nccnc2c1 returned p53ts 39C kill -2%, IkB signaling 2.5% and p53ts 32C tox -7%.
Screening CN(C)C(=O)c1ccc(-c2ccc3ncnc(NCCN4CCOCC4)c3c2)cc1 returned p53ts 39C kill 7%, IkB signaling -0.8%[11.4 µM], Imprint erasure -4% and p53ts 32C tox 4%.
For Cc1ccc(NC(=O)Cn2c(-c3ccc4c(c3)OCO4)cn(-c3ccccc3)c2=O)cc1 the results were p53ts 39C kill -3%, IkB signaling inconclusive, Imprint erasure 2%[10.9 µM] and p53ts 32C tox -13%.
Screening O=C(CCC1COc2ccccc2O1)N1CCCC1 (stereo not drawn) returned p53ts 39C kill 11%, IkB signaling 0.2%, Imprint erasure 10% and p53ts 32C tox 5%.
O=C(c1ccncc1)N1CCC2(CCCN(c3ccccc3)C2)CC1 was read as p53ts 39C kill 7%, IkB signaling -0.3%[11.4 µM] and p53ts 32C tox -7%.
COc1ccc(NC(=O)c2c(NCc3cccs3)sc3c2CCC(C)C3)c(OC)c1 (stereo not drawn) was read as p53ts 39C kill 46%[activator], IkB signaling inconclusive, Imprint erasure -17%[10.9 µM] and p53ts 32C tox inconclusive.
C=CCOC(=O)c1sc(NC(=O)c2ccco2)nc1C was read as p53ts 39C kill inconclusive, IkB signaling 6.0%, Imprint erasure -66%[inhibitor] and p53ts 32C tox 10µM*.
OC(c1ccc2c(c1)OCO2)c1nccc2ccccc12 (stereo not drawn) was read as p53ts 39C kill -11%, IkB signaling 1.4%, Imprint erasure -7% and p53ts 32C tox 0%.
For CCc1ccc(N2C(=O)C3ON(c4ccccc4)C(c4ccco4)C3C2=O)cc1 (stereo not drawn) the results were p53ts 39C kill 4%, IkB signaling 16%, Imprint erasure -8% and p53ts 32C tox -8%.
Screening N#CC1=C(N)Oc2c(oc(CO)cc2=O)C1c1cccs1 (stereo not drawn) returned p53ts 39C kill -10%, IkB signaling 2.6%, Imprint erasure -11% and p53ts 32C tox 17%.
`O=C(CCC(=O)OCC(=O)c1ccccc1)NC1CCCCC1` gave p53ts 39C kill -2%, IkB signaling 0.0%, Imprint erasure -2% and p53ts 32C tox -4%.
Screening Cc1ccc(-c2nc(-c3ccccc3)no2)c(Cl)c1 returned p53ts 39C kill 7.9µM*, IkB signaling inconclusive, Imprint erasure -82%[inhibitor] and p53ts 32C tox 5µM*.
Screening CNC(=O)COc1ccc(Nc2nnc(-c3ccc(C)c(S(=O)(=O)NC(C)(C)C)c3)c3ccccc23)cc1 returned p53ts 39C kill -9%, IkB signaling inconclusive, Imprint erasure -15%[10.9 µM] and p53ts 32C tox inconclusive.
Screening CCOc1ccc(-c2ccc(CO)o2)cc1N returned p53ts 39C kill inconclusive, IkB signaling 4.2%, Imprint erasure -23%[10.9 µM] and p53ts 32C tox 16µM*.
Screening CC1(C)CC(=O)c2c(nn(-c3ccccc3)c2N)C1 returned p53ts 39C kill -5%, IkB signaling -2.1%, Imprint erasure -4% and p53ts 32C tox -6%.
For CCCCC(=O)Nc1ccc2c(c1)nc(CCN1CCOCC1)n2C the results were p53ts 39C kill 10%, IkB signaling -0.9%, Imprint erasure -12% and p53ts 32C tox -2%.
Screening c1ccc2c(c1)N1CCN=C1N2CCN1CCCCC1 returned p53ts 39C kill 4%, IkB signaling 0.9% and p53ts 32C tox -3%.
For Oc1ccc(CNc2ccccc2)c2cccnc12 the results were p53ts 39C kill -10%, IkB signaling -0.5%, Imprint erasure -9% and p53ts 32C tox inconclusive.
CCOc1ccccc1C1C(C(=O)Nc2ccccc2)=C(C)Nc2nc(SCC(=O)c3ccc(C)cc3)nn21 (stereo not drawn) was read as p53ts 39C kill inconclusive, IkB signaling inconclusive, Imprint erasure 11%[10.9 µM] and p53ts 32C tox -24%.
For CSCCOC(=O)C1=C(C)NC(=O)CC1c1ccccc1Cl (stereo not drawn) the results were p53ts 39C kill 7%, IkB signaling 0.5%, Imprint erasure 6% and p53ts 32C tox 3%.
Screening Cc1cc(N(C)Cc2ccccc2)n2nc(-c3ccc(C(C)(C)C)cc3)nc2n1 returned p53ts 39C kill inconclusive, IkB signaling 1.6%, Imprint erasure -18%[10.9 µM] and p53ts 32C tox 12%.
CCOc1ccc(NC(=O)c2c(NCc3cc(OC)c(OC)cc3OC)sc3c2CCCC3)cc1 was read as p53ts 39C kill 14%, IkB signaling inconclusive, Imprint erasure -14%[10.9 µM] and p53ts 32C tox 24%.
COc1cccc(-n2c(SCC(=O)Nc3nccs3)nnc2-c2ccoc2C)c1 was read as p53ts 39C kill 0% and p53ts 32C tox -6%.
`CC(=O)c1cccc(N(C(=O)Cn2nnc3ccccc32)C(C(=O)NCc2ccccc2)c2ccc(F)cc2)c1` (stereo not drawn) gave p53ts 39C kill 2%, IkB signaling -2.7%, Imprint erasure -7%[10.9 µM] and p53ts 32C tox -1%.
COc1ccc(NC(=O)c2c(NC(=O)CNCc3ccco3)sc3c2CCC3)c(OC)c1 was read as p53ts 39C kill 6%, IkB signaling -1.9%, Imprint erasure -18% and p53ts 32C tox 44%[activator].
O=C(c1ccc2c(c1)N(Cc1ccc(F)cc1)C(=O)c1ccccc1S2(=O)=O)N1CCCC1 was read as p53ts 39C kill 6%, IkB signaling inconclusive, Imprint erasure -5%[10.9 µM] and p53ts 32C tox 20%.
`CN(c1ccc(C(=O)Nc2ccccc2C(F)(F)F)cc1)S(C)(=O)=O` gave p53ts 39C kill 1%, IkB signaling 0.2%, Imprint erasure 2% and p53ts 32C tox -9%.
CCOc1ccccc1NC(=O)CSc1nc(=O)[nH]c2c1CCCC2 was read as p53ts 39C kill -17%, IkB signaling inconclusive, Imprint erasure -11%[10.9 µM] and p53ts 32C tox -7%.
N#Cc1cnc(SCC(=O)c2ccccc2)nc1N was read as p53ts 39C kill 9%, IkB signaling 2.1%, Imprint erasure -2% and p53ts 32C tox 3%.
For Cc1ccc(-n2ncc3c(N4CCC(C)CC4)ncnc32)cc1C the results were p53ts 39C kill inconclusive, IkB signaling inconclusive, Imprint erasure -20%[10.9 µM] and p53ts 32C tox inconclusive.
Screening Cc1ccc2c(Cl)cc(Cl)c(OCC(=O)NC(=O)NCc3ccco3)c2n1 returned p53ts 39C kill -6%, IkB signaling 1.1%, Imprint erasure -13% and p53ts 32C tox -1%.
Screening Cc1cccc(NS(=O)(=O)c2ccc3c(c2)n(C)c(=O)n3C)c1C returned p53ts 39C kill -31%, IkB signaling 2.9%, Imprint erasure -17%[10.9 µM] and p53ts 32C tox 3%.
COc1ccc(CCCc2nnc(SCC(=O)Nc3cc(F)ccc3C)o2)cc1 was read as p53ts 39C kill 9%, IkB signaling inconclusive, Imprint erasure -12%[10.9 µM] and p53ts 32C tox -3%.
`CCOC(=O)c1cn(CC)c2cc(N3CCSCC3)c(F)cc2c1=O` gave p53ts 39C kill 5%, IkB signaling 0.1%, Imprint erasure -14% and p53ts 32C tox 5%.
For Fc1cc2ncn(Cc3ccccc3)c2cc1F the results were p53ts 39C kill -5%, IkB signaling -3.0%, Imprint erasure -4% and p53ts 32C tox 7%.

Structural class: the entries above containing an aryl thioether with sulfur outside any ring (7)
COCCSc1nnc(NS(=O)(=O)Cc2ccccc2)s1 was read as p53ts 39C kill 2%, IkB signaling inconclusive, Imprint erasure -12% and p53ts 32C tox -1%.
For CCOc1ccc2nc(NC(=O)c3nc(SC)ncc3Cl)sc2c1 the results were p53ts 39C kill 7%, IkB signaling inconclusive, Imprint erasure 6%[10.9 µM] and p53ts 32C tox 1%.
CCOc1ccccc1C1C(C(=O)Nc2ccccc2)=C(C)Nc2nc(SCC(=O)c3ccc(C)cc3)nn21 (stereo not drawn) was read as p53ts 39C kill inconclusive, IkB signaling inconclusive, Imprint erasure 11%[10.9 µM] and p53ts 32C tox -24%.
COc1cccc(-n2c(SCC(=O)Nc3nccs3)nnc2-c2ccoc2C)c1 was read as p53ts 39C kill 0% and p53ts 32C tox -6%.
CCOc1ccccc1NC(=O)CSc1nc(=O)[nH]c2c1CCCC2 was read as p53ts 39C kill -17%, IkB signaling inconclusive, Imprint erasure -11%[10.9 µM] and p53ts 32C tox -7%.
N#Cc1cnc(SCC(=O)c2ccccc2)nc1N was read as p53ts 39C kill 9%, IkB signaling 2.1%, Imprint erasure -2% and p53ts 32C tox 3%.
COc1ccc(CCCc2nnc(SCC(=O)Nc3cc(F)ccc3C)o2)cc1 was read as p53ts 39C kill 9%, IkB signaling inconclusive, Imprint erasure -12%[10.9 µM] and p53ts 32C tox -3%.
